# High-throughput results: PubChem, several laboratories
# MrgX1 PAM – human MrgX1 positive allosteric modulation, primary screen; actives 0.63% (n = 310,000); B-score at 10 µM; Q96LB2; MrgX1-HEK293, Fluo-4 calcium flux, FDSS; hits give high values; AID 588675;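 active means plate-corrected calcium response at least 3 library SD above typical, normal starting fluorescence, not activating the receptor alone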;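 further: compound read alongside a low EC10 to EC30 dose of BAM8-22 agonist; peak minus trough fluorescence over baseline measured at the second addition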
# Target sequence (Q96LB2 whole entry, looked up): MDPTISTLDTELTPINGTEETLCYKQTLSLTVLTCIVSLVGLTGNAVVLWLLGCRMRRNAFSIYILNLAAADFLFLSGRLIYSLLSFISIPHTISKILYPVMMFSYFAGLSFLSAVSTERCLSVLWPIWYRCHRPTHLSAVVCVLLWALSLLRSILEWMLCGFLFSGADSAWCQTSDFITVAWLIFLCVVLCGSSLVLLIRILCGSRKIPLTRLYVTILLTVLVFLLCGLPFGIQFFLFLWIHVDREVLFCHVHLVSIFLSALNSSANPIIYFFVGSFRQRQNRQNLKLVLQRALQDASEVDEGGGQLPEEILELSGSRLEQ
# ANO1 activ – activators or potentiators of mouse TMEM16A chloride channel; HEK293 TMEM16A/YFP-H148Q/I152L, iodide quench fluorescence; hits give low values; AID 623877; B-score at 10 µM; actives 0.3% (n = 340,000); Q8BHY3;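 active means fluorescence-ratio B-score plate-corrected deviation score at least 3 library SD below zero, with starting fluorescence score within 5 deviations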;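 further: channel opened by trigger with iodide after compound preincubation; score built on the fluorescence ratio of max minus min over baseline; more negative score means more quench and so TMEM16A activation or potentiation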
# RGS4 block – human RGS4 inhibition. B-score at 10 µM. actives 0.45% (n = 310,000). P49798. HEK293 M3R/RGS4 inducible, Fluo-4 calcium flux; hits give high values; triggered by carbachol at its EC20;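 active means B-score, a plate-corrected calcium signal, over three deviations above library mean, with baseline fluorescence within five deviations of library mean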;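 further: RGS4 expression induced by doxycycline in cells with stable M3 receptor; B-score is computed from the integrated fluorescence ratio over baseline after carbachol; higher B-score means a larger calcium signal and so more RGS4 inhibition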
# Target sequence (P49798 whole entry, looked up): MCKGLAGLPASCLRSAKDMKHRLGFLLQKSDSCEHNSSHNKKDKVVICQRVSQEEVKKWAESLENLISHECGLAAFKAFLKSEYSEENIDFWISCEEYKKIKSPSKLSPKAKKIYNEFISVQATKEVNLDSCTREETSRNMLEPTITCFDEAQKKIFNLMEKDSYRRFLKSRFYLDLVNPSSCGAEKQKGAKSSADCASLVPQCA
# TRPC6 inh – mouse TRPC6 channel inhibition | HEK293-TRPC6, membrane potential dye, ACh-evoked depolarization; hits give low values | B-score at 10 µM | actives 1.1% (n = 310,000) | AID 2553;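 active means B-score under library mean minus 3 SD, initial fluorescence not abnormally high, positive integrated signal ratio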;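 further: B-score derived from integrated fluorescence ratio over the kinetic read; more negative B-score means stronger inhibition of depolarization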
# RGS4 pot – RGS4 potentiation or activation; AID 463111; HEK293 M3R/inducible RGS4, carbachol calcium flux Fluo4; hits give low values; B-score at 10 µM; actives 0.92% (n = 310,000);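 active means B-score of the integrated calcium signal more than 4 SD below the library mean, with starting fluorescence not abnormally high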;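 further: negative B-score means reduced calcium response which marks RGS4 activation or potentiation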
#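 Detection: kinetic calcium fluorescence imaging with Fluo4-AM dye, 2 µM / Material: HEK293 cells with stable M3R and inducible RGS4 / Schedule: recording 10 s baseline at 1 Hz, 100 s post-agonist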
# SKKanGAS inh – blocks kanamycin growth of S. pyogenes SKKanGAS strain; BacTiter-Glo, 6 h; inhibition, % at 7.5 µM; actives 1.3% (n = 300,000);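 active means mean replicate score, as percent of positive control median, at least 50; inconclusive means mean below 50 but one replicate at or above 50; inactive means mean and every replicate below 50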;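 further: strain carries kanamycin resistance gene driven by streptokinase promoter and grows in 40 µg/ml kanamycin; loss of luminescence reflects streptokinase promoter inhibition or plain growth inhibition; 0% = median of DMSO wells and 100% = positive control at its reference dose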
# TRPC6 act – activates the mouse TRPC6 cation channel. HEK293-TRPC6 membrane potential dye fluorescence; hits give high values. actives 0.13% (n = 310,000). B-score at 10 µM. Q61143;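 active means B-score of the integrated fluorescence ratio above library mean plus 3 SD, and starting fluorescence ratio within library mean plus 5 SD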;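 further: higher score means more depolarization so channel activation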
# TMEM16A inh – blocks the mouse calcium-activated chloride channel TMEM16A; HEK293 TMEM16A/YFP iodide influx fluorescence, ionomycin; normalized B-score (activity score, 25-100; higher = stronger inhibition) at 10 µM; actives 1.2% (n = 310,000);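 active means ratio plate-corrected score three or more library SD toward inhibition, starting fluorescence score within five deviations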;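 further: score derived from kinetic fluorescence span divided by baseline fluorescence per well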
# MrgX1 agonist – agonists of human MrgX1 receptor; Q96LB2; MrgX1-HEK293 cells, Fluo-4 calcium fluorescence, agonist mode; hits give high values; B-score at 10 µM; actives 0.44% (n = 310,000); AID 588627;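 active means calcium response B-score plate-corrected fluorescence ratio at least 3 library SD, with starting fluorescence B-score inside 5 SD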
#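 Assay system: MrgX1-expressing HEK293 cells / Amount: fifteen thousand cells per well / Doses: test compound in the initial addition of three / Timing: cells plated overnight, dye loaded 0.5 h 37 °C, 0.5 h room temperature / Technique: kinetic calcium dye fluorescence, Fluo-4 NW / Control set: positive and negative controls per plate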
# HDAC3 inh – blocks human histone deacetylase 3; O15379; recombinant HDAC3, fluorogenic peptide/trypsin coupled, fluorescence; inhibition, % at 8.3 µM; actives 0.15% (n = 320,000); AID 2718; in the data active means inhibition above about 26%, passing the limit was not always enough; inconclusive means no clear call, values can overlap the other calls
# Target sequence (O15379 whole entry, looked up): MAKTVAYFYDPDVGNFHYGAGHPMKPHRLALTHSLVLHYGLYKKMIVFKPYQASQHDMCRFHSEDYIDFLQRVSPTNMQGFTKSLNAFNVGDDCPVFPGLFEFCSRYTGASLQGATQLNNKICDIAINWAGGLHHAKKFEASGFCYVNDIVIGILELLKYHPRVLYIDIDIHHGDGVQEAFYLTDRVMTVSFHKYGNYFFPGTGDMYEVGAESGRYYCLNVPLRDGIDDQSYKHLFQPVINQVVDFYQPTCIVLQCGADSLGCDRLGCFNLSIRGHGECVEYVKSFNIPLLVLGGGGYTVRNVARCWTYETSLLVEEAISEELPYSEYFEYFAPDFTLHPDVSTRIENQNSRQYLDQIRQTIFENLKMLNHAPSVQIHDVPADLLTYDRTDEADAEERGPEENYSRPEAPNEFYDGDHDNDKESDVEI
# MrgX1 antag – human MrgX1 receptor antagonism, primary screen. B-score at 10 µM. Q96LB2. MRGX1-HEK293 calcium flux, Fluo-4, BAM8-22 antagonism; hits give low values. actives 1.3% (n = 310,000);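 active means calcium-response B-score plate-corrected more than 3 library SD below zero, starting fluorescence within 5 deviations, no agonist response on first addition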;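 further: peak minus trough fluorescence over baseline after final BAM8-22 challenge near maximal dose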
# * = called active by the depositor; i = inactive; ? = inconclusive; . = not tested or not shown.
SMILES,MrgX1 PAM,ANO1 activ,RGS4 block,TRPC6 inh,RGS4 pot,SKKanGAS inh,TRPC6 act,TMEM16A inh,MrgX1 agonist,HDAC3 inh,MrgX1 antag
CCC1(c2ccccc2)NC(=O)N(CC(=O)NNC(=O)CCN2CCN(c3ccccc3)CC2)C1=O (stereo unspecified),i,i,i,i,i,1,i,i,i,-1,i
Nc1cc(N2CCCCC2)c(Cl)cc1[N+](=O)[O-],i,i,i,i,i,5,i,i,i,-2,i
Cc1csc(NC(=O)c2ccc(COc3ccccc3)o2)n1,i,i,i,i,i,-3,i,i,i,-2,i
Cc1csc(=NC(=O)c2ccccc2)n1CCO,i,i,i,i,i,-13,i,i,i,9,i
CC(=O)c1cnc2cc(-c3ccc(Cl)cc3)nn2c1C,i,i,i,i,i,10,i,i,i,-3,i
CCOC(=O)Cn1c(=O)oc2cc(S(=O)(=O)NC3CCCCC3)ccc21,i,i,i,i,i,5,i,i,i,-7,i
O=C(Nc1cc(Cl)ccc1O)C1CC(c2ccccc2Cl)=NO1 (stereo unspecified),i,i,i,i,i,-2,i,i,i,2,i
O=C(Nc1cccc(C(=O)N2CCCC2)c1)c1ccccc1,i,i,i,i,i,-5,i,i,i,-6,i
COc1ccc(NC(=O)C2CCCN(S(=O)(=O)c3cccnc3)C2)cc1OC (stereo unspecified),i,i,i,i,i,4,i,i,i,2,i
COc1ccc(C2(c3ccc(OC)cc3)NC(=O)N(CC(=O)N(C)c3ccccc3)C2=O)cc1,i,i,i,i,i,-2,i,i,i,-1,i
CN1CCC(N(C)C(=O)c2cc(=O)c3ccccc3o2)CC1,i,i,i,i,i,4,i,i,i,6,i
CCCc1cc(=O)oc2cc(OCC(=O)NCC3CCC(C(=O)O)CC3)ccc12 (stereo unspecified),i,i,i,i,i,2,i,i,i,-14,i
CN1CCN(S(=O)(=O)c2ccc(Sc3nnnn3-c3ccccc3)c([N+](=O)[O-])c2)CC1,i,i,i,i,i,-3,i,i,i,6,i
COc1cc(/C=C2/CC(C)OC2=O)c([N+](=O)[O-])cc1OC (stereo unspecified),i,i,i,i,i,0,i,i,i,0,i
COc1ccc(-c2nc(CCNC(=O)c3cccs3)cs2)cc1,i,i,i,i,i,-9,i,i,i,2,i
CCc1c(C)nc(SCC(=O)Nc2cccc(Br)c2)[nH]c1=O,i,i,i,i,i,4,i,i,i,3,i
COc1ccc(CNC(=O)CCc2nnc3ccc(NCCCN4CCCC4=O)nn23)cc1,i,i,i,i,i,-13,i,i,i,6,i
COCCNCC(=O)Nc1ccc(OC(F)(F)F)cc1,i,i,i,i,i,-4,i,i,i,?,i
COC(=O)c1ccc(NC(=O)C(=O)N2CCN(C(=S)Nc3ccc(C)cc3)CC2)cc1,i,i,i,i,i,8,i,i,i,3,i
C=CCOc1ccc(Br)cc1CNC(C)(C)CO,i,i,i,i,i,-4,i,i,i,2,i
CCOC(=O)c1sc(NS(=O)(=O)c2ccccc2Cl)nc1C,12*,i,i,i,i,1,i,i,i,6,i
O=C(NNc1cccc(Cl)n1)C(F)(F)F,i,i,i,i,i,-5,i,i,i,3,i
Cc1cccc(NC(=S)NCc2cccn2C)c1,i,i,i,i,i,9,i,i,i,-7,i
O=c1c2c([nH]n1-c1ccccc1)CCCC2,i,i,i,i,i,-6,i,i,i,-3,i
Cc1noc(C)c1C(=O)Nc1nc2ccc(Cl)cc2s1,i,i,i,i,i,1,i,i,i,-9,i
CN1CCN(c2nc(-c3ccco3)cc(C(F)(F)F)n2)CC1,i,i,i,i,i,-4,i,i,i,-1,i
COc1ccccc1NC(=O)CSc1nncn1N,i,i,i,i,i,-2,i,i,i,7,i
Nc1nc(SCC(=O)c2ccc(Br)s2)n[nH]1,i,i,i,i,i,7,i,i,i,6,i
CN(C(=O)c1ccc2c(=O)n3c(nc2c1)CCCCC3)c1ccccc1,i,i,i,i,i,6,i,i,i,-3,i
CC(=O)c1cccc(NC(=O)COc2nsnc2N2CCOCC2)c1,i,i,i,i,i,1,i,i,i,1,i

# Some values from the entries so far:
# For HDAC3 inh, O=C(NNc1cccc(Cl)n1)C(F)(F)F has 3
# For SKKanGAS inh, COCCNCC(=O)Nc1ccc(OC(F)(F)F)cc1 has -4
# For SKKanGAS inh, COc1ccccc1NC(=O)CSc1nncn1N has -2

# Later entries
SMILES,MrgX1 PAM,ANO1 activ,RGS4 block,TRPC6 inh,RGS4 pot,SKKanGAS inh,TRPC6 act,TMEM16A inh,MrgX1 agonist,HDAC3 inh,MrgX1 antag
COC(=O)c1cc(NC2c3ccccc3C(=O)N2c2ccc(Cl)cn2)cc(C(=O)OC)c1 (stereo unspecified),i,i,i,i,i,3,i,i,i,-3,i
Cc1ccc(Cl)cc1NC(C#N)c1ccccc1 (stereo unspecified),i,i,i,i,i,0,i,i,i,-1,i
O=C(Nc1ccc(NC(=O)c2ccco2)cc1)c1ccc2c(c1)OCCO2,i,i,i,i,i,2,i,i,i,?,i
Cn1nccc1C(=O)NC1CC(C)(C)Cc2c1cnn2-c1ccc(F)cc1 (stereo unspecified),i,i,i,i,i,-4,i,i,i,11,i
O=C(O)c1cc(Cl)c(Cl)cc1C(=O)N1CCOCC1,i,i,i,i,i,-6,i,i,i,-1,i
O=c1[nH]cnc2sc3c(c12)CCCC3,i,i,i,i,i,9,i,i,i,-1,i
CCOC(=O)CCCCCN1C(=O)c2cccc3cccc(c23)C1=O,i,i,i,i,i,1,i,i,i,-2,i
Cc1cccc(NC(=O)CSCC(=O)Nc2ccccc2C(=O)NC2CC2)c1,i,i,i,i,i,-7,i,i,i,5,i
CC(=O)Nc1cccc(/C(C)=N/NC(=O)c2c(-c3ccccc3Cl)noc2C)c1,i,i,i,i,i,-4,i,i,i,-2,i
CCOC(=O)c1ccc(NC(=O)C(=O)NCC2(c3ccc(OC)cc3)CCOCC2)cc1,i,i,i,i,i,-3,i,i,i,2,i
CN(C)c1ncc(S(=O)(=O)c2ccccc2)c(N)n1,i,i,i,i,i,-5,i,i,i,1,i
O=C1NC(=O)C2(CCc3ccccc32)N1 (stereo unspecified),i,i,i,i,i,-5,i,i,i,6,i
CCOC(=O)Cc1csc(NS(=O)(=O)c2ccc(Br)cc2)n1,i,i,i,i,i,8,i,i,i,3,i
COc1cccc(N(C(=O)CNC(=O)c2ccco2)C(C(=O)NC2CCCCC2)c2cccnc2)c1 (stereo unspecified),i,i,i,i,i,-3,i,i,i,4,i
O=C(COC(=O)c1cc(-c2cccnc2)nc2ccccc12)Nc1ccc(F)cc1F,i,i,i,i,i,-15,i,i,i,6,i

# Entries of single compounds as entered above. Order of values: MrgX1 PAM | ANO1 activ | RGS4 block | TRPC6 inh | RGS4 pot | SKKanGAS inh | TRPC6 act | TMEM16A inh | MrgX1 agonist | HDAC3 inh | MrgX1 antag
# `COc1ccccc1NC(=O)CSc1nncn1N` is listed with i | i | i | i | i | -2 | i | i | i | 7 | i
# `COc1cccc(N(C(=O)CNC(=O)c2ccco2)C(C(=O)NC2CCCCC2)c2cccnc2)c1` (stereo unspecified) is listed with i | i | i | i | i | -3 | i | i | i | 4 | i
# `O=C(Nc1cc(Cl)ccc1O)C1CC(c2ccccc2Cl)=NO1` (stereo unspecified) is listed with i | i | i | i | i | -2 | i | i | i | 2 | i
# `O=C(Nc1cccc(C(=O)N2CCCC2)c1)c1ccccc1` is listed with i | i | i | i | i | -5 | i | i | i | -6 | i

# The list goes on.
SMILES,MrgX1 PAM,ANO1 activ,RGS4 block,TRPC6 inh,RGS4 pot,SKKanGAS inh,TRPC6 act,TMEM16A inh,MrgX1 agonist,HDAC3 inh,MrgX1 antag
O=C(/C=C/c1ccc(F)cc1)NCCCn1ccnc1,i,i,i,i,i,3,i,i,i,0,i
CCN(CC)CCN1C(=O)C(O)=C(C(=O)c2cccs2)C1c1ccc(C)o1 (stereo unspecified),i,i,i,i,i,0,i,i,i,.,i
COc1ccc(OC)c(NC(=O)Nc2ccccc2C)c1,i,i,i,i,i,-1,i,i,i,2,i
CC(C)(/C=N/NC(=O)CSCc1ccccc1Cl)CCC#N,i,i,i,i,i,16,i,i,i,-1,i
COc1cc(Cl)c(C)cc1NC(=O)Cc1ccc(OC)c(OC)c1,i,i,i,i,i,2,i,i,i,0,i
N#CCCCSc1ncccc1-c1nc2ccccc2[nH]1,i,i,i,i,i,.,i,i,i,0,i
COc1ccc(CCNCC(=O)Nc2ccc(C)c(S(=O)(=O)N(C)C)c2)cc1OC,i,i,i,i,i,-12,i,i,i,.,i
Cc1cccc(-n2c(C)cc(/C=N/n3cnnc3)c2C)c1,i,i,i,i,-7.3*,7,i,i,i,8,i
Cc1ccccc1OCC(=O)NC(=S)Nc1cccc2cc(O)ccc12,i,i,i,i,i,9,i,i,i,.,i
COc1ccc(C(=O)NNC(=O)C(C)NC(=O)c2ccccc2NC(=O)c2ccco2)cc1 (stereo unspecified),i,i,i,i,i,-5,i,i,i,6,i
O=C(NCc1ccccn1)C(=O)NCC(c1ccco1)N1CCN(c2ccc(F)cc2)CC1 (stereo unspecified),i,i,i,i,i,-5,i,i,i,-7,i
O=C(CCc1ccccc1)NNc1cc(N2CCCCC2)nc(N2CCCCC2)n1,i,i,i,i,i,7,i,i,i,1,i
COc1ccc(CCNC(=O)c2ccc(CNc3nc(=S)[nH]c4ccccc34)cc2)cc1OC,i,i,i,i,i,11,i,i,i,6,i
O=C(CCCCCN1C(=O)c2ccccc2C1=O)Nc1ccc(S(=O)(=O)N2CCCCC2)cc1,i,i,i,i,i,-2,i,i,i,3,i
COc1ccc(NS(=O)(=O)c2cc(NC(=O)/C=C/c3cccs3)ccc2N2CCOCC2)cc1,i,i,i,i,i,23,i,i,i,-6,i
CCSc1nnc(Nc2ccccc2)s1,i,i,i,i,i,-2,i,i,i,-2,i
Cc1cccc(-n2ncc3c(N4CCCc5ccccc54)ncnc32)c1,i,i,i,i,i,5,i,i,i,-5,i
Cc1cc(N(C)C)nc(SC(C)C)n1,i,i,i,i,i,-5,i,i,i,1,i
CC(=O)Nc1ccc(S(=O)(=O)N2CCC(n3cnc4cc(F)ccc43)CC2)cc1,i,i,i,i,i,-22,i,i,i,2,i
CCOc1ccc2nc(NCCNC(=S)NCCCN(C)C)c(C#N)cc2c1,i,i,i,i,i,-16,i,i,i,-6,i
COc1ccc(OC(C)C(=O)Nc2ccc([N+](=O)[O-])cc2)cc1 (stereo unspecified),i,i,i,i,i,-3,i,i,i,4,i
